Source: PubChem BioAssay (National Center for Advancing Translational Sciences (NCATS))
HCV inh: inhibitors of hepatitis C virus infection; Huh7.5.1 HCVcc-Cre infection, luciferase reporter, 44 h; Potency, µM (doses to about 41.8 µM), for the others: top-dose activity change, negative = inhibition, actives largely listed as inhibitors; 340,000 compounds, 3.4% hits; AID 651820; also: potency is read from the fitted curve at half-maximal effect
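Reporter virus HCVcc-Cre (~0.5 moi) infects cells exposed to compound; seeding density 1,000 cells/well with 4 h settling beforehand. Luminescence, 15 sec read, taken 44 h post-infection following a 15 min RT substrate incubation.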
AmpC inh detg: AmpC beta-lactamase inhibition with detergent present; Potency, µM (doses to about 114 µM), without a hit: top-dose activity change, negative = inhibition, actives largely listed as inhibitors; 370,000 compounds, 0.041% hits; AmpC hydrolysis of nitrocefin, absorbance 480 nm, 0.01% Triton; AID 485294; P00811;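 also: potency is read from the fitted curve at half-maximal effect; 0% = no-compound wells and -100% = no-enzyme wells; nearly all actives have a fitted effect of over 25% in size; some results filed as inactive show a strong effect at the top dose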
Target sequence (P00811 whole entry, looked up): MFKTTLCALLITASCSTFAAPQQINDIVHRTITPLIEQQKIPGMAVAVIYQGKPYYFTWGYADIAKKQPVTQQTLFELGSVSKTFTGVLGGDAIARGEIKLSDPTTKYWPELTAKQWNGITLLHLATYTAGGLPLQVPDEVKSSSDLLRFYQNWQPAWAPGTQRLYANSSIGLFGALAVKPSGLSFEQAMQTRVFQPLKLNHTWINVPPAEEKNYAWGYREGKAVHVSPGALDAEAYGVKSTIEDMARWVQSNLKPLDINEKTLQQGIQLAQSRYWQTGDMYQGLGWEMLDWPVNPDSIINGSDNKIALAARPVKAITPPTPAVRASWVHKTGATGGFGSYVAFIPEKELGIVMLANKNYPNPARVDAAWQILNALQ
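AmpC (5.3 nM in the dispensed reagent) in 20 mM phosphate pH 7.0 with 0.01% (detergent screen) or 0.0001% Triton X-100 was preincubated with compounds for 15 min at room temperature. Nitrocefin was then added from an 800 uM solution, and hydrolysis was followed at 480 nm.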
FBPA Giardia inh: inhibitors of Giardia lamblia fructose-1,6-bisphosphate aldolase. purified Giardia FBPA. 290,000 compounds, 0.71% hits. A8B2U2. Potency, µM (top dose mostly 59.6 µM), inactives show at the top dose activity, negative = inhibition, most hits filed as inhibitors; also: potency is read from the fitted curve at half-maximal effect; nearly all actives have a fitted effect of over 55% in size
Target sequence (A8B2U2 whole entry, looked up): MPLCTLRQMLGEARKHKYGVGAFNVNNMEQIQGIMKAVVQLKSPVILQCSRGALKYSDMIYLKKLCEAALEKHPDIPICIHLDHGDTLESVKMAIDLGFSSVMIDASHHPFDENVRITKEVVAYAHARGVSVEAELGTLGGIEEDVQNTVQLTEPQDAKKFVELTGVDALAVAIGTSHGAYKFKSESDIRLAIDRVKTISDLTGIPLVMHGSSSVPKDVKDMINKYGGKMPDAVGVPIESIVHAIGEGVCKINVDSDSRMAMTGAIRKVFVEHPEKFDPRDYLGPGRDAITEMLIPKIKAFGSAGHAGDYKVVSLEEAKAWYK
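Giardia FBPA (40 nM reagent) was preincubated 10 min at RT with compound (up to 57.5 uM final), then substrate plus GAPDH/TPI/NAD/arsenate coupling system with diaphorase/resazurin was added; resorufin fluorescence (525/598 nm) was read after 20 min.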
AMA1 RON2 block: inhibitors of Plasmodium falciparum AMA1-RON2 interaction; AlphaScreen AMA1-biotinylated RON2 peptide binding; Potency, µM (highest dose often 58.2 µM), inactives show top-dose activity change, negative = inhibition, most hits filed as inhibitors; 360,000 compounds, 0.2% hits;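 also: potency is read from the fitted curve at half-maximal effect; 0% = vehicle wells and -100% = peptide control; nearly all actives have a fitted effect of over 45% in size; some results filed as inactive show a strong effect at the top dose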
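AMA1 (3D7) with his tag at 25 nM final met compounds first, then biotinylated RON2 peptide at 25 nM; detection used donor plus acceptor beads, 10 µg/mL apiece, read by AlphaScreen after 30 min at room temperature.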
Sm TGR block: S. mansoni TGR enzyme inhibition. AID 485364. 360,000 compounds, 3% hits. Potency, µM (doses to about 114 µM), inactives show at the highest dose activity change, negative = inhibition, most hits filed as inhibitors. purified TGR, DTNB reduction, TNB absorbance 405 nm. Q962Y6; also: potency is read from the fitted curve at half-maximal effect; nearly all actives have a fitted effect of over 60% in size
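Kinetic colorimetric format: TGR-catalysed, NADPH-driven DTNB reduction monitored via TNB absorbance. Enzyme dispensed at 20 nM; compound exposure 15 min at room temperature before reaction start.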
HCMV antiviral: human cytomegalovirus inhibition. HFF cells, HCMV-luciferase reporter, 72 h; active compounds read low. activity change, negative = inhibition, % at 57.5 µM. 410,000 compounds, 4.5% hits. AID 1259415; in the data active = activity change below about -60%; inconclusive = no clear call, values can overlap the other calls; inactive = above about -39%
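HFF cells seeded 16 h at 37C, treated with compounds, infected with luciferase-reporter HCMV at MOI 1 PFU/cell; luciferase read at 72 h post infection, normalized to buffer-only and Salinomycin controls.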
Starred values were filed as active, the others as inactive; ? = inconclusive; . = not tested or not shown; & = joins results of further samples; [ ] = dose if it differs, or a comment. Unless noted, calls follow the shape of the dose curve; as a rule, active = well fitted curve in the direction sought with a large enough effect; inconclusive = small, poorly fitted or top-dose-only effect, or another doubt; inactive = no such curve, though single readings can be large; an effect the other way counts as inactive or inconclusive. Unless noted, % is scaled to controls: 0 for no effect and ±100 for the full control effect.

compound	HCMV antiviral	FBPA Giardia inh	Sm TGR block	AMA1 RON2 block	AmpC inh detg	HCV inh
O=C(Cn1cc(/C=N/O)c2ccccc21)N1CCOCC1	-23	-6%	?	-14%	1%	2%
COc1cc(NC(=O)c2ccccc2)c(OC)cc1NC(=O)Cc1ccc(C)cc1	-19	8%	-3%	-1%	-12%	-17%
O=C(CCCn1c(=O)c2cccn2c2ccccc21)NCCc1ccc(Cl)cc1	-23	.	0%	.	-4%	.
Cc1ccc(NC(=O)C2CC(=O)n3c(nc4ccccc43)N2)cc1Cl (configuration not stated)	-12	0%	10%	0%	-1%	-16%
O=C(COC(=O)c1ccc2c(c1)OCCO2)NCc1ccccc1Cl	-15	.	.	3%	.	-1%
CC(=O)N1N=C(c2ccc(Cl)cc2)CC1c1ccc([N+](=O)[O-])cc1 (configuration not stated)	-15	-3%	-25%	0%	-9%	?
CN(C)/C=N/c1cc(=O)n(C)c(=O)n1CC1CC1	-2	0%&1%	1%	13%	-4%	3%[8.37 µM]
CN(CC(=O)Nc1cccc(F)c1)C(=O)c1cccc(-n2cccc2)c1	-13	.	-9%	-25%	?	1%
COc1ccc(OC)c(/C=N/NC(=O)C(=O)N/N=C/c2cc(OC)ccc2OC)c1	54	.	.	35%[activator]	.	20%
Cc1cccc(N2CCN(CCc3ccccc3)CC2)c1C	14	-15%	0%	-21%	-2%	1%
Nc1nc(SCc2ccc(Cl)cc2)[nH]c(=O)c1-c1ccccc1	17	0%	0%	-7%	2%	-5%
O=C(c1ccc(Cl)c([N+](=O)[O-])c1)N(Cc1ccccc1)C1CCS(=O)(=O)C1 (configuration not stated)	?	2%	-11%	0%	-6%	-16%
CCOC(=O)N1CCN(Cc2nc3c(c(=O)n(C)c(=O)n3C)n2Cc2ccc(F)cc2)CC1	4	-8%	4%	4%	0%	-13%
Cc1nnc(NC(=O)c2csc3c2CCCC3)s1	46	3%	.	.	2%	.
O=C(C1CCN(S(=O)(=O)c2ccc(-n3cnnn3)cc2)CC1)N1CCCCC1	1	15%	-1%	5%	-11%	-38%
O=C(Nc1ccc2sccc2c1)c1ccc(Cl)s1	104	0%	2%	0%	?	?
CCOC(=O)c1cc2occc2n1CC(=O)NCCOC	-5	-4%	-21%	19%	?	11%
COc1cc(C2CC(=O)Nc3cc4c(cc32)OCCO4)cc(Br)c1OC (configuration not stated)	-81*	.	1%	.	9%	.
Cc1cccc(-c2nsc(SCC(=O)N3CCCC3)n2)c1	176	3%	-7%	-3%	-2%	?
CC12CCC(=O)N1c1ccccc1C(=O)N2c1ccccc1 (configuration not stated)	-4	7%	1%	-1%	-11%	10%
O=C(NN=C(Cc1ccccc1)Cc1ccccc1)c1ccc(F)cc1	-40	8%	-3%	79%[activator]	0%	0%
COc1ccc(Cl)cc1NC(=S)NCc1cccnc1	-31	2%	13µM*	13%	2%	?
Cc1cccc(NS(=O)(=O)c2nnc(NC(=O)c3cccc(C)c3)s2)c1	20&-4	12%	-3%&1%	8%	21%	-1%
CC(=O)Oc1ccc2oc(=O)c3c(c2c1)CCCN3C(=O)CN1CCN(c2ncccn2)CC1	19	7%	-34%	1%	-7%	9%
C=CCN(Cc1nc(-c2ccccc2)no1)C(=O)c1ccco1	-20	1%	-4%	13%	3%	4%
CCOc1cc(CNCc2ccccc2)ccc1OCc1ccc(Cl)cc1	-85*	1%	-2%	-9%	3%	22µM*
COC(=O)C1=CN(CC2CCCO2)C=C(C(=O)OC)C1c1cc(OC)c(OC)c(OC)c1 (configuration not stated)	52	-11%	0%	1%	-9%	-2%
O=C(c1ccccc1Br)N1CCC(c2nc3ccccc3o2)CC1	86	.	0%	.	-1%	.
O=C(COc1ccccc1)NC(=S)Nc1cccc2cc(O)ccc12	-25	.	0%	86%[activator]	6%	-7%
COc1ccc(N2C(C)=CS/C2=C(/C#N)c2nnc(N3CCOCC3)n2-c2ccccc2)cc1	30	1%	8%	28%	-3%	4%
CC(C)N1CCC(N2CCN(C3CCCCCC3)CC2CCO)CC1 (configuration not stated)	-17	0%	-29%	-9%	2%	-10%
Cc1ccc2cccc(OCC(=O)Nc3ccc4c(c3)OCO4)c2n1	-32	-9%	1%	-13%	-7%	?
C/C(=N\NC(=O)c1nnn(-c2nonc2N)c1CSc1ccc(C)cc1)c1ccco1	0	8%	-19%	38%[activator]	2%	-4%
O=S(=O)(c1cccs1)N1CCc2ccccc2C1	-18	-5%	4%	-7%	-9%	8%
CCn1c(SCC(=O)Nc2cccc(C)c2)nc2ccccc2c1=O	-32	8%	4%	-6%	-1%	?
CSCCC(NC(=O)c1cccc(C)c1)C(=O)Nc1sccc1C(N)=O (configuration not stated)	-17	-10%	?	-4%	0%	-19%
CCn1c(SCC(=O)Nc2cccc(O)c2)nc2c1c(=O)n(C)c(=O)n2C	3	7%	-7%	?	-10%	14%
O=C(C1=C(O)C(=O)N(CC2CCCO2)C1c1ccccc1Cl)c1ccco1 (configuration not stated)	-31	-21%	1%	0%	3%	6%
Cc1ccc(CS(=O)Cc2ccc(C(=O)NC3CCC(C)CC3)o2)cc1 (configuration not stated)	?	7%	?	1%	-13%	11%
Cc1cccc(Cn2c(SCc3ccc(C(=O)NCc4cccs4)cc3)nc3cccnc32)c1	-35	.	-4%	.	2%	.
COc1ccc(OCCC(=O)OCC(=O)NCCC2=CCCCC2)cc1	0	-1%	5%	0%	7%	13%
Cc1cc2nn(-c3ccc(F)cc3)nc2cc1NC(=O)c1cc(Cl)ccc1Cl	24	.	-10%	.	-5%	.
Cc1ccc(S(=O)(=O)NNC(=O)C(=O)NNS(=O)(=O)c2ccc(C)cc2)cc1	-11	0%	0%	75%[activator]	6%	14%
CC(=O)Nc1ccc(S(=O)(=O)N(C)Cc2ccccc2)cc1	-28	7%	-4%	0%	-1%	5%
O=C1c2ccccc2N2C(=O)c3ccccc3C2N1Cc1ccccc1 (configuration not stated)	-33	8%	15%	0%	-1%	3%
Cc1cccc(NC(=O)CN2C(=O)c3ccccc3S2(=O)=O)n1	2	.	-11%	11%	?	2%
O=C(OCC(=O)N1CCN(C(=O)c2ccco2)CC1)c1cc(=O)c2ccccc2o1	33	5%	4%	-2%	-10%	11%
Cc1ccccc1NC(=O)c1ccc(NC(=O)N2CCSc3ncccc32)cc1	0	.	0%	.	18%	.
O=C(NCCc1ccc(Cl)cc1)C1(c2cccs2)CCOCC1	-5	.	-1%	.	4%	.
CC(NC(=O)c1cc2ccccn2n1)c1ccccc1 (configuration not stated)	-3	.	8%	.	?	.
COc1ccc(CN2COc3ccc4c(C)cc(=O)oc4c3C2)cc1	-13	.	-5%	.	-8%	.
COc1nccnc1NS(=O)(=O)c1ccc(NC(=S)NC(=O)/C=C/c2ccc(F)cc2)cc1	-16	-8%	0%	15%	-6%	15%
COc1cc(CCC(=O)Nc2ccc(C)c(S(=O)(=O)N3CCCCCC3)c2)cc(OC)c1OC	-70*	.	-6%	0%	?	7.9µM*
C=CCn1c(Cc2cccs2)nnc1SCC(=O)c1ccc2ccccc2c1	-27	-22%	-15%	3%	-7%	-27%
Cc1cc(C(=O)Nc2ccc(Cl)cc2)c2ccccc2n1	-30	6%	-21%	-2%	-13%	-2%
O=C(Nc1ccc(N2CCCCC2)cc1)c1ccc([N+](=O)[O-])o1	-96*	2%	-27%	-27%	-5%	?
CCN1C[C@@H]2[C@@H]3C(=O)N(Cc4ccccc4)C(=O)[C@@H]3[C@](Cc3ccccc3)(C1=O)N2C(=O)c1ccccc1	-7	.	.	0%	.	20%
CC(C)(C)NC(=O)/C=C/c1cccs1	24	4%	4%	-2%	?	8%
CCOc1nc(C)cc(C)c1S(=O)(=O)c1ccc(Cl)cc1	?	-23%	.	-13%	3%	0%
COc1cccc(C2Nc3ccccc3C(=O)N2O)c1O (configuration not stated)	79	-3%	-3%	73%[activator]	-18%	12%

An excerpt of these results, as labelled records.
O=C(CCCn1c(=O)c2cccn2c2ccccc21)NCCc1ccc(Cl)cc1
  HCMV antiviral = -23 | FBPA Giardia inh = . | Sm TGR block = 0% | AMA1 RON2 block = . | AmpC inh detg = -4% | HCV inh = .
COc1cccc(C2Nc3ccccc3C(=O)N2O)c1O (configuration not stated)
  HCMV antiviral = 79 | FBPA Giardia inh = -3% | Sm TGR block = -3% | AMA1 RON2 block = 73%[activator] | AmpC inh detg = -18% | HCV inh = 12%

Next entries:
compound	HCMV antiviral	FBPA Giardia inh	Sm TGR block	AMA1 RON2 block	AmpC inh detg	HCV inh
COc1ccc2c(c1)c1c(c(=O)n(-c3ccc(C)cc3)c(=O)n1CC(=O)N1CCCC1)n2C	-14	.	3%	.	13%	.
O=[N+]([O-])c1ccc(Cl)cc1N1CCCC1	22	0%	.	-14%	-5%	18%
Cc1ccc(C2C(C#N)=C(N)SC(N)=C2C#N)c(C)c1	.	?	?	2%	7%	-15%
CCN(C(=O)CSc1nnnn1-c1ccc(OC)cc1)C1CCS(=O)(=O)C1 (configuration not stated)	-32	.	.	3%	.	0%
O=S(=O)(c1cccs1)N1CCN(c2ccnc3cc(Cl)ccc23)CC1	-60*	-3%	4%	-20%	-5%	?
CC1(C)CC(N2CCN(CCO)CC2)=CC(=S)N1	12	?	40µM*	1%	-1%	22%
CCOC(=O)c1sc(NC(=O)c2ccc(OC)cc2)nc1C	-24	0%	3%[57.1 µM]	7%	-2%	?
FC(F)(F)c1ccc2c(c1)n(Cc1ccccc1)c1[n+]2CCCCC1	-66*	-29%	?	-2%	7%	9%
CCOc1ccc(-c2nc(Cn3c(=O)cc(-c4ccccc4)c4c(C)nn(C)c43)c(C)o2)cc1	14	.	12%	.	17%	.
Cc1cc(OC(=O)c2cccc([N+](=O)[O-])c2)c(C)cc1CN1CCOCC1	-3	-7%	-14%	?	4%	0%
Cc1sc2ncnc(NCC(c3ccco3)N(C)C)c2c1C (configuration not stated)	-4	5%	6%	-18%	3%	?
Cc1cc(NC(=O)CSc2ncc(C(=O)Nc3ccc(Cl)cc3)c(=O)n2C)no1	8	.	-1%	.	0%	.
CCOc1ccc(NC(=O)CSc2nnc(C3CC3)n2C2CC2)cc1	-30	.	2%	6%[11.6 µM]	0%	1%
Fc1ccc(NC(=S)Nc2cccc(Cl)c2)cc1	-73*	-14%	?	8%	2%	?
O=c1oc(-c2ccccc2F)nc2scc(-c3ccccc3)c12	-38	-1%	11%	15%	2%	-4%
N=C(N)SCc1ccc(Cl)cc1Cl	-34	-8%	-4%	6%	-15%	11µM*

A few values from the list:
COc1cc(C2CC(=O)Nc3cc4c(cc32)OCCO4)cc(Br)c1OC (configuration not stated) in Sm TGR block = 1%
Cc1cc(NC(=O)CSc2ncc(C(=O)Nc3ccc(Cl)cc3)c(=O)n2C)no1 in Sm TGR block = -1%
O=C(CCCn1c(=O)c2cccn2c2ccccc21)NCCc1ccc(Cl)cc1 in Sm TGR block = 0%

An unsorted share of the library (roughly 9.3% active in at least one column).
